Screening data: PubChem, National Center for Advancing Translational Sciences (NCATS)
TSHR antag = human thyrotropin receptor antagonism; activity change, negative = inhibition, % at 11.5 µM; TSHR-expressing cells, TSH-stimulated cAMP HTRF, 2 h; hits give low values; actives 0.2% (n = 330,000); P16473;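 active means activity change below a set negative limit, meaning inhibition stronger than a set level, cut at about -70% in these data; inconclusive means activity change between two set negative limits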; further: on the % scale 0 is the no-effect control and ±100 the full control effect
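Antagonism was scored as loss of TSH-driven cAMP in TSHR cells, stimulated with 4nM TSH (EC80) for 2 hours at 37 deg C and detected by homogeneous HTRF competition immunoassay.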
ELG1 repair inh = ELG1-dependent DNA repair inhibition; HEK293T ELG1-luciferase reporter, luminescence, 16 h; DNA damage induced by 5-fluorouridine; actives 2.3% (n = 330,000); Potency, µM (top dose mostly 46.1 µM), without a hit: at the top dose activity change, negative = inhibition, actives largely listed as inhibitors; further: potency means the concentration at half of the fitted maximal effect; on the % scale 0 is the no-effect control and ±100 the full control effect; nearly all actives have a fitted effect of over 55% in size
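DMSO vehicle served as the neutral condition. Each well held 2,000 cells given 5-fluorouridine plus compound; after 16 hr at 37 °C/5% CO2, ONE-Glo was added and luciferase measured 30 min later.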
Mito fusion act = mitochondrial division inhibition or fusion activation | Potency, µM (series often up to 46.1 µM), for the others: at the top dose growth rescue (activation), most hits filed as activators | S. cerevisiae fusion-defective mutant growth rescue, CellTiterGlo 48 h | actives 0.23% (n = 320,000);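 further: potency means the concentration at half of the fitted maximal effect; % of control where 0% means no effect; nearly all actives have a fitted effect of over 45% in size; temperature-sensitive fusion mutants such as fzo1-1 at 37 °C on non-fermentable ethanol glycerol medium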
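Luminescent cell viability in 1536-well qHTS format served as the measure of rescued growth in ts fusion-mutant S. cerevisiae cultured on non-fermentable YPEG for 48 hours at 37C.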
BCR signal inh = chronic active BCR signaling inhibition; ABC-DLBCL IkBa-CBG/CBR reporter, luminescence ratio, 4 h; Potency, µM (top dose mostly 46.1 µM), inactives show at the highest dose ratio change, negative = lower green/red ratio, actives largely listed as inhibitors; actives 0.05% (n = 340,000); active means well fitted inhibition curve with a large enough effect in the signal ratio, with a control signal flat, not every such curve was filed as active; inconclusive means small, poorly fitted or top-dose-only effect, or effect the other way, or a change in a side signal; the % refers to the signal ratio;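 further: potency means the concentration at half of the fitted maximal effect; plate controls were basal doxycycline-induced cells for no effect and cells given 10 µM MG132 for full effect; MG132 reads +100%, hits lower the ratio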
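TMD8 ABC-DLBCL cells carrying doxycycline-inducible green luciferase fused to IkappaBalpha plus unfused red luciferase were exposed to compounds (up to 46 uM) for 4 hrs at 37C. Activity came from the overlap-corrected green/red luminescence ratio.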
USP2a inh = inhibitors of human ubiquitin-specific protease USP2a | O75604 | USP2 core, Ub-CHOP2 coupled fluorogenic reporter, 485/531 | Potency, µM (doses to about 38.3 µM), for the others: at the top dose activity change, negative = inhibition, actives largely listed as inhibitors | actives 0.01% (n = 330,000) | AID 463254;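 further: potency means the concentration at half of the fitted maximal effect; plate controls were DMSO wells for no effect and full inhibition by NEM control for full effect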
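USP2 core (10nM final) preincubated 30min RT with compound in 20mM Tris-HCl pH 8.0, 2mM CaCl2, 2mM beta-mercaptoethanol, 0.05% CHAPS; 25nM Ub-CHOP2 plus 25nM reporter substrate added, fluorescence (Ex485/Em531) read after 60min.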
uPA surface inh = blocks generation of uPA at the cell surface; cell surface uPA generation assay, qHTS; Potency, µM (highest dose often 38.3 µM), for the others: top-dose activity change, negative = inhibition, usual class: inhibitors; actives 0.31% (n = 330,000); active means well fitted inhibition curve with a large enough effect; inconclusive means small, poorly fitted or top-dose-only effect; inactive means no such curve, though single readings can be large or run the other way; tested in mouse RAW 264.7 cells; further: potency means the concentration at half of the fitted maximal effect; on the % scale 0 is the no-effect control and ±100 the full control effect; nearly all actives have a fitted effect of over 55% in size
TCR act = activators of T cell receptors; primary human leukocytes, anti-CD3, IL-2 HTRF, 48 h; 330,000 tested, under 10 active; Potency, µM (highest dose often 9.22 µM), inactives show at the highest dose activation of IL-2 secretion, most hits filed as activators; further: % of control where 0% means no effect
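Human primary leukocytes + a-CD3 beads + cpd, 48 hr; IL-2 in supernatant by HTRF (ex 320nm / em 665nm). No co-stimulatory signal supplied.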
Tb PFK inh = blocks T. brucei phosphofructokinase; O15648; T. brucei PFK, ADP-Glo luminescence; Potency, µM (series often up to 57.5 µM), inactives show at the highest dose activity, negative = inhibition, actives largely listed as inhibitors; actives 0.17% (n = 330,000);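 further: potency means the concentration at half of the fitted maximal effect; 0% = uninhibited 1x PFK enzyme wells and -100% = no-enzyme wells; nearly all actives have a fitted effect of over 60% in size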
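Compounds were pin-transferred as a titration series up to 57 uM into substrate buffer (0.5 mM F6P, 0.1 mM ATP, pH 8.0), then 1.25 nM PFK was added and reactions ran 45 min before ADP-Glo detection.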
Eya2 phos inh = blocks the phosphatase activity of human Eya2 | O00167 | recombinant Eya2, OMFP fluorescence dephosphorylation (OMFP is methylfluorescein phosphate) | Potency, µM (top dose mostly 76.9 µM), for the others: at the highest dose activity, negative = inhibition, usual class: inhibitors | actives 0.006% (n = 330,000); further: potency means the concentration at half of the fitted maximal effect; on the % scale 0 is the no-effect control and ±100 the full control effect
Target sequence (O00167 whole entry, looked up): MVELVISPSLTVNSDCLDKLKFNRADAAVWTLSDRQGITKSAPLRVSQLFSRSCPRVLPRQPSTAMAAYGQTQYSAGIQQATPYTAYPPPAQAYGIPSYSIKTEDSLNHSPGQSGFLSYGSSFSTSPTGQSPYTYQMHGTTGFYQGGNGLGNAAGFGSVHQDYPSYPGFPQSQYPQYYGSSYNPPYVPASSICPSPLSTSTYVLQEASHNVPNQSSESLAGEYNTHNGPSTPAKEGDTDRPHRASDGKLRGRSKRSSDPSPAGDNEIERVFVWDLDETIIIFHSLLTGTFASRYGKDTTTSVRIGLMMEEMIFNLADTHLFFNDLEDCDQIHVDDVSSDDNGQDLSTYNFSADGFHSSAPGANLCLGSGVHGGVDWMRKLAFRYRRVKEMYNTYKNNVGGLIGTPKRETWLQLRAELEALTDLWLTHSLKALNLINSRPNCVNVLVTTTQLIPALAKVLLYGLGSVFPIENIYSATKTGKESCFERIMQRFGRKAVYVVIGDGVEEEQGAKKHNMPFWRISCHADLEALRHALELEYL
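Eya2 (0.2 uM) preincubated 10 min at ambient with compound, then OMFP substrate added at 50 uM; 10 min reaction in 50 mM HEPES pH 7.5, 50 mM NaCl, 5 uM MgCl2, 0.05% BSA, 1 mM DTT. Fluorescence read at Ex 485/Em 525 nm.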
TSG101-PTAP inh = blocks PTAP/TSG101 interaction to inhibit HIV-1 budding. Q99816. Fluorescence polarization, FITC-PTAP peptide / Tsg101 binding. Potency, µM (series often up to 115 µM), for inactives: top-dose activity change, negative = inhibition, hits mostly inhibitors. 340,000 tested, under 10 active; active means well fitted inhibition curve with a large enough effect in the main read-out, with a control signal flat, not every such curve was filed as active; inconclusive means small, poorly fitted or top-dose-only effect, or effect the other way, or a change in a side signal; inactive means no such curve, though single readings can be large or run the other way; further: potency means the concentration at half of the fitted maximal effect; % of control where 0% means no effect
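Tsg101 binding domain (10 uM final) was mixed with compound and a FITC-labeled PTAP peptide (50 nM final) in HEPES pH 7.5 buffer with NaCl, Tween 20, EDTA and TCEP; fluorescence polarization was read after 20 min at r.t.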
B2AR arrestin = beta2AR (human) beta-arrestin recruitment activity | AID 492947 | beta-arrestin recruitment to beta2AR, cell-based reporter | actives 0.02% (n = 330,000) | P07550 | Potency, µM (series often up to 46.1 µM), inactives show at the top dose activation, most hits filed as activators;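 further: potency means the concentration at half of the fitted maximal effect; 0% = DMSO controls and full agonism = EC100 isoproterenol or metaproterenol; nearly all actives have a fitted effect of over 65% in size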
Target sequence (P07550 whole entry, looked up): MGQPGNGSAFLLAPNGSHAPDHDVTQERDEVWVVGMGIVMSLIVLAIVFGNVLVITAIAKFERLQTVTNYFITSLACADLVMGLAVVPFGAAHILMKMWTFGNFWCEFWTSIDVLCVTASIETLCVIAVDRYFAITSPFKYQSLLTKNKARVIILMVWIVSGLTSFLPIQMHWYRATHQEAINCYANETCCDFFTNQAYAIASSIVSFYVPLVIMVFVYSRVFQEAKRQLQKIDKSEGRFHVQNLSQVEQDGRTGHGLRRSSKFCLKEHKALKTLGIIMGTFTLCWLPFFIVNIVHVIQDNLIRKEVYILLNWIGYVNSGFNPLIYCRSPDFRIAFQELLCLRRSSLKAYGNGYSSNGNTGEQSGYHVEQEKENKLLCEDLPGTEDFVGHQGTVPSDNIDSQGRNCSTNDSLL
Starred values were filed as active, the others as inactive; ? = inconclusive; / = not tested or not shown; & = joins results of further samples; [ ] = another dose, or the depositor's remark. Unless noted, the call rests on the fitted dose curve; in most records, active means well fitted curve in the direction sought with a large enough effect; inconclusive means small, poorly fitted or top-dose-only effect, or another doubt; inactive means no such curve, though single readings can be large; an effect the other way counts as inactive or inconclusive. Compounds were not picked by outcome. Share with any hit: about 3%.

SMILES	TSHR antag	ELG1 repair inh	Mito fusion act	BCR signal inh	USP2a inh	uPA surface inh	TCR act	Tb PFK inh	Eya2 phos inh	TSG101-PTAP inh	B2AR arrestin
Fc1ccc(C2c3[nH]c4ccccc4c3CCN2CCCn2cccn2)cc1 (stereo unspecified)	-1	?	-1%	?	2%	5%	-3%	-9%	6%	-4%	-0.3%
Cc1ccc(/C=C2/SC(=S)N(CCCC(=O)Nc3cc([N+](=O)[O-])ccc3O)C2=O)cc1	-7	19%	-4%	?	1%	3%	2%	-12%	-5%	6%	0.1%
COc1cccc(-c2nc(NCc3ccccc3)c3ccccc3n2)c1O	-15	2%	-1%	0%	-3%	0%	3%	8%	-3%	-1%	0.7%
CCCC(=O)Nc1ccc(NC(=O)c2cccs2)cn1	2	?	5%	0%	4%	4%	3%	14%	-27%	-4%	-0.2%
O=C(O)CN1C(=O)/C(=C\C(Br)=C\c2ccccc2)SC1=S	-1	?	-32%	-4%	10%	-6%	5%	17%	-5%	-3%	-0.8%
C=CCNC(=O)/C(C#N)=C/c1ccc(C)o1	-3	?	-5%	1%	1%	-6%	1%	1%	7%	-8%	-0.9%
O=C(CNCc1ccccn1)Nc1cc(S(=O)(=O)N2CCCCC2)ccc1Cl	5	?	3%	1%	0%	-1%	-4%	-6%	1%	-5%	0.2%
Cc1ccc(N(c2ncnc(N)c2[N+](=O)[O-])C2CCCCC2)cc1	19	-7%	5%	1%	-1%	/	-4%	1%	7%	-1%	-0.4%
Cn1nc2c3ccccc3n(Cc3ccccc3)c2nc1=S	26	?	-1%	5%	0%	-3%	6%	1%	-4%	-3%	0.0%
Cc1ccc(Nc2cc(-n3cccn3)ncn2)c(C)c1	-1	?	1%	?	3%	?	3%	-5%	-1%	-6%	0.9%
COc1cccc(OC(C)c2ccnc3nc(/N=C/N(C)C)nn23)c1 (stereo unspecified)	39	6%	15%	-13%	2%	/	-8%	0%	9%	2%	-0.7%
COc1ccc(CC(=O)NCc2n[nH]c(=S)n2C)cc1	-3	8%	3%	10%	2%	3%	-7%	-10%	-1%	-2%	-0.7%
Cc1cccc(C)c1NC(=O)C1CCCN1S(=O)(=O)c1ccccc1 (stereo unspecified)	-5	-6%	4%&-5%	2%&0%	0%	-2%	-4%	2%	2%	-4%	-0.1%
C(=N\N1CCN(c2ccccc2)CC1)/c1ccccc1	-4	?	-4%	?	0%	2%	/	0%	10%	-1%	-0.1%
COc1ccccc1NC(=O)CCC(=O)O	9	5%	-7%	-7%	0%	/	-5%	-7%	-23%	-1%	-0.1%
CCOc1cc(/C=C2\SC(=Nc3ccc(F)cc3)N(c3ccc(F)cc3)C2=O)ccc1OCC(=O)O	-25	1%	-3%	?	-10%	/	/	5%	5%	/	0.4%
CCOC(=O)CN(C(=O)CSc1nnc(CNc2ccc(C)cc2C)o1)c1ccccc1	6	-9%	-1%	1%	1%	0%	1%	-5%	3%	-5%	-0.3%
CN(C)S(=O)(=O)c1cccc(NC(=O)C2CCN(S(=O)(=O)c3cccs3)CC2)c1	-17	21µM*	/	2%	0%	3%	-3%[46.1 µM]	0%	-2%	-3%	-0.3%
CC(NC(=O)OCc1ccccc1)C(=O)OCN1C(=O)c2ccccc2C1=O (stereo unspecified)	-5	1%	-1%	-1%	1%	0%	-7%	0%	1%	-10%	-0.1%
CC(=O)Nc1ccc(S(=O)(=O)NC2=C(N3CCN(Cc4ccccc4)CC3)C(=O)c3ccccc3C2=O)cc1	5	?	-2%	?	2%	-2%&-5%	6%&3%	-4%	-9%	-3%&-1%	-0.1%
COc1cccc(C(=O)Nc2ccccc2N2CCOCC2)c1	4	-10%	6%	5%	0%	0%	0%	-6%	-13%	-9%	-0.4%
Cc1ccc(Cc2nnc(SCC(=O)Nc3c(C)cccc3C)[nH]c2=O)cc1	6	-5%	6%	6%	-1%	4%	4%	0%	-11%	-2%	0.1%
O=C1CSC(c2cccc(O)c2)N1Cc1ccccc1 (stereo unspecified)	-6	-28%	20%	0%	3%	1%	4%	-2%	-20%	-1%	0.4%
Cc1ccc2c(CN3CCN(C(=O)c4ccco4)CC3)cc(=O)oc2c1C	-4	?	-2%	-2%	1%	-3%	-1%	1%	-10%	-1%	-0.1%
COc1ccc(NC(C)=O)cc1NC(=O)C1CCN(C(=O)Nc2ccccc2)CC1	3	14%	-6%	-1%	-5%	15%	7%	0%	-30%	0%	-0.9%
Cc1nc2ccc(NC(=O)c3cccc(S(=O)(=O)N4CCOCC4)c3)cc2s1	-10	?	/	1%	3%	-5%	1%	-2%	2%	-5%	-0.8%
CC(=O)c1cc(C#N)c(Oc2ccc(F)cc2)nc1C	-15	5%	6%	-10%	2%	-2%	-6%	-4%	-6%	-1%	-0.2%
Nc1c(NCc2ccccc2)c2ccccc2oc1=O	-5	-3%	7%	?	3%	/	-4%	-2%	0%	-5%	-0.9%
O=[N+]([O-])c1cnc(N2CCCCC2)c([N+](=O)[O-])c1	12	1%	2%	0%	0%	8%	1%[46.1 µM]	0%	-10%	0%	-0.7%
COc1cc2c(cc1OC)C(COc1cc(C)cc(C)c1)N(C(C)=O)CC2 (stereo unspecified)	-9	1%	17%	2%	2%	9%	4%	0%	-6%	0%	0.0%
Cc1ccc(CS(=O)(=O)Cc2ccc(C(=O)NC3CCCCCC3)o2)cc1	4	18µM*	8%	0%	4%	4%	13%	4%	6%	-3%	-0.3%
Nn1c(=O)c2ccccc2n2c(SCc3ccc(C(F)(F)F)cc3)nnc12	-11	?	6%	-2%	-1%	5%	9%	?	4%	-4%	0.0%
Nc1nc(COC(=O)CCC(=O)c2ccc(Cl)cc2)nc(Nc2ccccc2)n1	-38	1%	1%	?	1%	6%	-5%	3%	-5%	1%	0.1%
CCc1cccc(NC(=O)Cn2cccc2)c1	1	2%	1%	-1%	-2%	/	-9%	-3%	-25%	-3%	-0.2%
O=c1cccccc1NCc1ccccc1	-1	0%	4%	?	0%	1%	-13%	-2%	-23%	-6%	0.3%
Cc1cc(S(=O)(=O)NCCc2ccccc2)c(C)s1	-14	2%	5%	3%	-1%	/	6%	3%	6%	-12%	0.2%
COc1cc(C)c(S(=O)(=O)N2CCN=C2c2ccccc2)cc1C	17	-11%	10%	2%	1%	-3%	0%[46.1 µM]	0%	7%	-2%	-1.1%
O=C(/C=C/c1ccc(S(=O)(=O)NCc2ccco2)cc1)NCc1ccccc1Cl	-5	-8%	-10%	-11%	-2%	-14%	-6%[46.1 µM]	-8%	-5%	-1%	-1.2%
COc1cc(C(=O)NCCOc2cccc3cccnc23)cc(OC)c1OC	10	8.2µM*	5%	18%	-1%	3%	3%	-4%	0%	-1%	0.2%
Cc1cccc(-n2ncc(C#N)c2-n2cccc2)c1	-3	20%	-3%	-4%	0%	/	-3%	0%	-22%	-16%	-0.2%
C#CCOCCOCCOCCNc1nc(N2CCN(C(=O)[C@H](C)n3cc(CCCN=C(N)N)nn3)CC2)nc(N2CCN(C(=O)[C@H](CCCCN)n3cc(CCCC)nn3)CC2)n1	6	19%	-2%	-1%	2%	/	/	3%	3%	/	-0.6%
Cc1cc(NS(=O)(=O)Cc2ccccc2)no1	-9	6%	6%	?	2%	-4%	-35%	-2%	-1%	-2%	-0.1%
Cc1ccc(S(=O)(=O)NCC2CCC(C(=O)NCc3cccnc3)CC2)cc1 (stereo unspecified)	2	13%	9%	5%	8%	4%	/	3%	-18%	3%	-0.8%
O=C(CSCc1cccc(F)c1)NCc1ccccc1	13	?	0%	0%&0%	0%	7%	0%	3%	8%	1%	-1.0%
Cc1ccc(/C=C/S(=O)(=O)NCc2ccc(F)cc2)cc1	9	-12%	4%	-13%	2%	-2%	-1%	3%	10%	-6%	-0.1%
Cc1ccc(S(=O)(=O)NNC(=O)c2cnn(-c3ccccc3)c2C(F)(F)F)cc1	15	?	1%	4%	-1%	10%	-10%	0%	2%	-4%	-0.1%
